NCI-60 one-dose screen, 48 h, at 10 µM unless noted. Numbers give growth in % (100 = growth as untreated, 0 = no growth, -100 = all killed).
NCI-H23 = NCI-H23 lung cancer; actives 4% (n = 80,000); AID 1794731
OVCAR-8 = OVCAR-8 ovarian cancer; actives 4.4% (n = 81,000)
OVCAR-3 = OVCAR-3 ovarian cancer. actives 7% (n = 79,000)
NCI-H460 = NCI-H460 lung cancer; actives 6.8% (n = 82,000)
NCI-H322M = NCI-H322M lung cancer; actives 2.7% (n = 80,000); AID 1794733
NCI-H522 = NCI-H522 lung cancer | AID 1794739 | actives 8% (n = 78,000)
OVCAR-5 = OVCAR-5 ovarian cancer; AID 1794783; actives 2.9% (n = 82,000)
NCI-H226 = NCI-H226 lung cancer. actives 3.5% (n = 79,000)
NCI/ADR-RES = NCI/ADR-RES ovarian cells; AID 1794790; actives 4.4% (n = 81,000)
Numbers without * were called inactive; / = not tested or not shown; & = joins results of further samples; ! = not confirmed by another sample. The calls were made as follows: active = growth percent below 10; inactive = the rest.

Molecule	NCI-H23	OVCAR-8	OVCAR-3	NCI-H460	NCI-H322M	NCI-H522	OVCAR-5	NCI-H226	NCI/ADR-RES
O=C1NC(=O)/C(=C\c2cn(-c3ccccc3)nc2-c2ccc(F)cc2)S1	79	92	102	90	97	56	108	86	90
Cc1cccc(C(=O)N2C(=O)[C@@]3(c4ccccc42)[C@@H](c2ccc(F)cc2)[C@H](C(=O)c2ccc(O)cc2)[C@@H]2CCCN23)c1	87	68	/	86	99	79	113	86	88
O=C(CNc1nc(-c2cccc([N+](=O)[O-])c2)cs1)Nc1cccc(Cl)c1	96	101	116	113	101	98	105	99	105
CCCOS(=O)(=O)c1ccccc1	101	104	107	106	102	104	93	103	110
COc1ccc(-c2ccn(S(=O)(=O)c3ccc(OC)cc3)n2)cc1	80	89	89	75	98	/	90	71	88
CN(C)c1ccc(C2C3CC4CCCCC4N3[C@@]3(C(=O)Nc4cc(Cl)ccc43)C2C(=O)c2nc3ccccc3[nH]2)cc1 (some centres undefined)	77	88	74	65	97	72	79	74	74
COc1cc2nc(Cl)nc(Nc3cccc(C(=O)/C=C/c4ccc(F)cc4)c3)c2cc1OC	76	67	43	95	87	73	68	73	52
COCCCNc1ncnc2c1cnn2C	90	107	111	110	109	105	/	102	106
CN([N-]C(=O)CC(=O)[N-]N(C)C(=S)c1ccccc1)C(=S)c1ccccc1.[Cu+2]	-74*	-39*	-86*	-35*	-96*	-93*	-53*	/	-3.8*
CCC(C)C(N)C1=NC(C(=O)NC(CC(C)C)C(=O)NC(CCC(=O)O)C(=O)NC(C(=O)NC2CCCCNC(=O)C(CC(N)=O)NC(=O)C(CC(=O)O)NC(=O)C(Cc3cnc[nH]3)NC(=O)C(Cc3ccccc3)NC(=O)C(C(C)CC)NC(=O)C(CCCN)NC2=O)C(C)CC)CS1 (centres undefined)	100	99	112	107	101	94	109	91	107
CCOC(=O)C(NC(N)=O)C(=O)OCC	106	106	110	103	103	79	105	101	102
CCCCCCSCCCCCC	102	102	104	105	103	104	110	105	109
CC(=O)C(C)C(=O)c1cc(C)c(Br)s1 (centres undefined)	/	99	112	109	/	86	104	89	105
COC(=O)c1ccccc1	108	106	112	108	99	100	100	98	108
CC1=NN(c2ccc(S(=O)(=O)O)cc2)C(=O)/C1=C/c1ccc(Cl)cc1	101	103	113	119	103	91	109	99	105
CSc1nnnn1-c1ccccc1	106	106	118	112	103	106	124	110	110
Cc1ccc2sc(-c3ccc(NC(=O)CNc4nnc(-c5cccnc5SCc5ccccc5)s4)cc3)nc2c1	96	73	89	94	/	59	108	93	79
O=C(/C=C/c1cccc(Br)c1)c1cccc(OCCCCOc2cccc(C(=O)/C=C/c3cccc(Br)c3)c2)c1	98	105	105	100	103	98	104	103	106
COc1ccc(/C=C2\Oc3cc(O)ccc3C2=O)cc1	101	104	114	106	104	94	106	/	106
COC(=O)c1ccc2[nH]c(O)c(C(=Nc3ccc(N(C)C(=O)CN4CCN(C)CC4)cc3)c3ccccc3)c2c1	31	26	51	25	77	50	57	19	84
O=C(Nc1ccc(Oc2cccc(Cl)c2)c(Cl)c1)c1ccnnc1	67	89	85	92	98	72	106	70	95
N#Cc1c(-c2ccccc2)nc2n[nH]c(N)c2c1N	99	99	101	106	117	85	115	92	108
Oc1ccc(NCc2ccc(Oc3ncnc4ccccc34)cc2)cc1	86	84	75	96	93	45	98	90	79
COc1ccc(/C=N/Nc2cc(=O)[nH]c3ccccc23)cc1	84	91	101	108	102	75	96	99	100
Cc1cc(N(C)c2ccccc2)nc(N)n1	97	100	108	109	98	74	110	99	103
O=C1/C(=C/c2cccc([N+](=O)[O-])c2)Oc2ccc(O)cc21	93	98	101	100	88	79	98	93	99
CC(=O)Nc1ccc(Br)cc1	100&103	103&106	100&112	102	104&97	97&78	98	96&95	110
CCN1CCN(Cc2ccc(NC(=O)Nc3ccc(-n4ccc5c(NC(=O)c6ccccc6)nccc54)cc3)cc2C(F)(F)F)CC1	-51*	-28*	-52*	-44*	81	-87*	31	71	28
CCCCCCCCc1cccc(C(=O)Nc2ccc(C)cc2C(=O)O)c1	102	97	107	98	98	99	114	88	97
CC(=O)Nc1ccc(Cl)cc1Cl	111	98	118	114	114	89	102	96	115
C/C(=N\N(Cc1ccccc1)c1ccccc1)c1ccccc1	99	104	115	112	108	96	101	94	105
N#Cc1c(-c2cccc(F)c2)cc(-c2ccc(Br)s2)[nH]c1=O	85	83	39	39	88	36	102	/	45
N#Cc1c(-c2ccc(F)cc2)cc(-c2c[nH]c3ccccc23)nc1-c1c[nH]c2ccccc12	100	100	/	104	106	97	109	94	103
Cc1noc2c(Cc3ccc([N+](=O)[O-])cc3)nn(CC(=O)N/N=C/c3ccc(Br)cc3)c(=O)c12	88	49	50	82	104	99	97	68	89
CC(=O)N(c1ccccc1)c1nc(N(C(C)=O)c2ccc(S(N)(=O)=O)cc2)nc(N(C(C)=O)N(C(C)=O)C(C)=O)n1	102	105	110	109	101	91	99	100	101
C/C(CC(=O)NNc1ccc([N+](=O)[O-])cc1)=N\Nc1ccc([N+](=O)[O-])cc1	87	81	74	28	72	61	49	96	50

Rewritten with values under each structure: entries from further up.
The line under a structure holds: NCI-H23, OVCAR-8, OVCAR-3, NCI-H460, NCI-H322M, NCI-H522, OVCAR-5, NCI-H226, NCI/ADR-RES
- CCCOS(=O)(=O)c1ccccc1
 : 101, 104, 107, 106, 102, 104, 93, 103, 110
- COc1ccc(-c2ccn(S(=O)(=O)c3ccc(OC)cc3)n2)cc1
 : 80, 89, 89, 75, 98, /, 90, 71, 88

Pulled by structure from the entries so far, three records:
Molecule	NCI-H23	OVCAR-8	OVCAR-3	NCI-H460	NCI-H322M	NCI-H522	OVCAR-5	NCI-H226	NCI/ADR-RES
Cc1noc2c(Cc3ccc([N+](=O)[O-])cc3)nn(CC(=O)N/N=C/c3ccc(Br)cc3)c(=O)c12	88	49	50	82	104	99	97	68	89
CCCCCCCCc1cccc(C(=O)Nc2ccc(C)cc2C(=O)O)c1	102	97	107	98	98	99	114	88	97
CC(=O)N(c1ccccc1)c1nc(N(C(C)=O)c2ccc(S(N)(=O)=O)cc2)nc(N(C(C)=O)N(C(C)=O)C(C)=O)n1	102	105	110	109	101	91	99	100	101

New compounds follow.
Molecule	NCI-H23	OVCAR-8	OVCAR-3	NCI-H460	NCI-H322M	NCI-H522	OVCAR-5	NCI-H226	NCI/ADR-RES
N#CC1=C(N)Oc2ccc3ccccc3c2C1c1ccccc1 (centres undefined)	44	50	18	22	62	35	56	52	8.4*
N#C/C(=C\c1ccc(-c2cccc(C(F)(F)F)c2)o1)c1nc(-c2ccco2)cs1	92	100	100	94	89	90	60	84	97
CS(=O)(=O)Nc1ccc(C(=O)NC(C(=O)NO)c2ccc(-c3ccccc3)cc2)cc1 (centres undefined)	97	103	95	106	100	96	96	/	100
CCOC(=O)c1cnc2cc(Cl)c(F)cc2c1Nc1cccc(NS(C)(=O)=O)c1	81	102	102	110	96	93	93	96	81
CCCCNC(=O)Nc1ccc(Cl)cc1	104	100	108	102	/	99	112	101	103
O=C1CCC(N2C(=O)c3ccccc3C2=O)C(=O)N1 (centres undefined)	96&91	104	107&107	112&107	109&91	125&75	100&79	97&104	99&103
COc1ccc(N2CCN(S(=O)(=O)c3oc(-c4ccccc4)nc3C#N)CC2)cc1	57	60	73	95	98	25	95	65	91
O=Cc1ccc2ccccc2c1	95	101	106	105	104	111	119	89	100
C=CCN(CC=C)CCN1C(=O)c2c(c3c4ccccc4n4c3c3c2c2ccccc2n3C2CC(O)C(O)C4(C)O2)C1=O (centres undefined)	74	74	89	33	90	47	96	76	63
COC(=O)[C@H](Cc1ccc(O)cc1)NC[C@@H](O)CN1C(=O)/C(=C\c2cc(OC)c(OC)c(OC)c2)c2ccccc21	92	87	98	96	99	76	111	95	96
O=c1oc2ccc(-c3ccc(F)cc3F)cc2c(=O)n1-c1ccc(Cl)c(C(F)(F)F)c1	-43*	6.7*	7.3*!	8.5*	-2.2*!	-13*	-2.1*!	-19*	-12*
CN(C)c1ccc(C2C(C#N)=C(N)Oc3ccc4ccccc4c32)cc1 (centres undefined)	87	91	86	99	88	84	101	85	95
CC1(c2ccc(Cl)cc2)OC(=O)C(=Cc2ccc([N+](=O)[O-])s2)C(=O)O1 (centres undefined)	94	94	/	119	114	98	113	102	103
O=c1[nH]c2cc3c(cc2n2cccc12)oc1ccccc13	/	99	114	106	101	95	112	102	113
N#Cc1ccc(C(=O)C[n+]2ccc3ccccc3c2)cc1	98	96	103	101	96	98	103	92	98
Cc1c(CCNC=O)cc(C)c2c3c(oc12)CCCC3	102	98	102	97	106	99	96	69	106
CCCCn1c(C)nc2ccc(Nc3nc(N4CCOCC4)nc4nc[nH]c34)cc21	79	50	77	92	88	75	82	57	90
COc1ccc(CCNC(=O)C(O)[C@H](Cc2ccccc2)NC(=O)c2oc3cc(OC)ccc3c(=O)c2C)cc1 (some centres undefined)	106	108	112	130	101	103	107	111	108
CCN(C(=O)c1ccc2c3c(cccc13)C=C2)c1ccccc1	/	91	112	111	/	79	91	93	93
O=C(Nc1ccccc1)c1cccnc1	/	100	72	107	/	91	101	105	106
Cc1[nH][nH]c(=O)c1C(CC(=O)O)c1ccc(Cl)cc1 (centres undefined)	100	105	115	106	100	98	110	110	105
CCN1C/C(=C\c2ccc3c(c2)OCO3)c2nc3nc(SC)[nH]c(=O)c3c(-c3ccc4c(c3)OCO4)c2C1	108	97	118	116	114	89	114	101	100
Clc1ccc(Oc2nc3c(Cl)cccc3s2)cc1Cl	81	82	91	99	110	73	83	84	91
CCOC(=O)c1sc2ncnc(Nc3ccc(OCc4cccc(F)c4)c(Cl)c3)c2c1C	102	87	101	100	98	77	95	103	98
COc1ccc(N2CCN(c3ncnc4sc5c(c34)CCN(C(=O)OC(C)(C)C)C5)CC2)cc1	101	94	96	97	90	81	101	88	91
C/C=C(\C)C(=O)N[C@H]1[C@@H](OC(C)=O)C[C@]2(C)C3CC[C@@]4(C)C(CC[C@@H]4C(C)N(C)C)C3CCC2[C@H]1O (some centres undefined)	74	79	75	59	68	99	97	101	68
C#C[C@]1(O)CC[C@H]2[C@@H]3CC=C4c5sc(-c6ccccc6C)nc5CC[C@]4(C)[C@H]3CC[C@@]21C	94	101	105	96	80	82	84	97	94
Cc1cc2c(cc1C)N(C(=O)CCl)CCN2C(=O)CCl	-57*	-4.4*	-96*	-55*	10	-83*	-74*	-19*	-50*
Cn1c2c(c3ccc(Cl)c(Cl)c31)C(C#N)C(C)(C)NC2=O (centres undefined)	98	95	71	91	91	56	78	59	82
COC(=O)C[C@@H]1CC=CC(=O)/C1=C(O)/C=C/c1ccccc1	-43*	11	-92*	-43*	-14*	-64*	-84*	-41*	18
CCOC(=O)c1cnn2c1NC(c1ccc(F)cc1)C2 (centres undefined)	112	106	107	103	105	99	102	/	110
CCCc1nn(-c2ccccc2)c2c1C(c1cc3c(cc1[N+](=O)[O-])OCO3)C(C#N)=C(N)O2 (centres undefined)	106	105	107	105	105	96	111	96	112
O=C(OCC1OC(n2cnc3c(=S)nc[nH]c32)C(OC(=O)c2ccc([N+](=O)[O-])cc2)C1OC(=O)c1ccc([N+](=O)[O-])cc1)c1ccc([N+](=O)[O-])cc1 (centres undefined)	108	101	111	122	105	91	96	97	110
COc1ccccc1/C=C/c1cccc(NC(=S)NCCCCN(C)C)c1	-98*	-58*	-49*	-74*	-87*	-66*	-92*	-72*	-63*
CC[N+](C)(CCO)C(Cc1ccccc1)c1ccccc1 (centres undefined)	98	89	98	83	100	66	85	97	104
CC1(C)[C@H](O)CC[C@]2(C)[C@@H]1CC[C@@]13C[C@H](CC[C@H]12)[C@]1(CO1)C3	100	100	111	104	115	98	105	96	100
COC(=O)Cc1[nH]c(=O)[nH]c1C(N)=O	105	107	97	50	101	94	115	94	110
CCOC(=O)/C=C/c1ccc(F)cc1	107	101	108	106	110	91	108	102	112
CCOC(=O)N1CCN(/C=c2\sc3ncnn3c2=O)CC1	100	99	106	110	99	88	112	107	107
CCn1cc(/C=C2\SC(=S)NC2=O)c2c(C(=O)OC)cccc21	97	106	98	110	93	89	115	120	96
Cc1ccc(-c2nc(C#N)c(N3CCN(S(C)(=O)=O)CC3)o2)cc1	102	99	/	99	98	93	98	108	102
N/C(=N\N=C\c1ccc(Cl)cc1)c1c(N)nc(=S)[nH]c1-c1ccc(Cl)cc1Cl	93	91	110	102	102	91	105	86	105
CCNc1ncnc2n[nH]nc12	97	100	106	103	101	93	103	91	108
CC(C)(C)c1ccc(OCCCCCCCN2CCNCC2)cc1	52	71	62	-15*	54	73	69	70	72
COC(=O)c1nc(-c2ccccc2)oc1S(=O)(=O)Cc1ccccc1	97	90	41	107	98	38	102	96	97

In the list so far, 3 have an aryl thioether with sulfur outside any ring.
Molecule	NCI-H23	OVCAR-8	OVCAR-3	NCI-H460	NCI-H322M	NCI-H522	OVCAR-5	NCI-H226	NCI/ADR-RES
CSc1nnnn1-c1ccccc1	106	106	118	112	103	106	124	110	110
Cc1ccc2sc(-c3ccc(NC(=O)CNc4nnc(-c5cccnc5SCc5ccccc5)s4)cc3)nc2c1	96	73	89	94	/	59	108	93	79
CCN1C/C(=C\c2ccc3c(c2)OCO3)c2nc3nc(SC)[nH]c(=O)c3c(-c3ccc4c(c3)OCO4)c2C1	108	97	118	116	114	89	114	101	100

Rows are unselected; 11% or so of the library scored in one or more.
